Screening results: PubChem, Sanford-Burnham Center for Chemical Genomics
PfG6PD inh – PfG6PD (Plasmodium falciparum) enzyme inhibition. AID 504690. inhibition, % at 20 µM. PfGluPho enzyme, NADPH resazurin-diaphorase fluorescence. hit rate 0.78% among 350,000;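 active = inhibition reaching at least a set limit at 20 µM in the primary screen, cut at about 59% in these data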;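 also: 0% = DMSO wells with substrate and 100% = DMSO wells lacking glucose-6-phosphate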
SENP1 inh – inhibitors of human SENP1 SUMO protease catalytic domain; Q9P0U3; recombinant SENP1 catalytic domain, CyPet-SUMO1-YPet FRET cleavage; inhibition, % at 10 µM; hit rate 0.21% among 360,000; AID 624204;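 active = inhibition at least 30% at 10 µM, raw YFP signal under a set limit, fluorescence ratio 0.5 to 1.5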;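 also: 0% = enzyme with DMSO and 100% = no enzyme wells; some results filed as inactive read as strong as hits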
Target sequence (Q9P0U3 419-644 limits assumed): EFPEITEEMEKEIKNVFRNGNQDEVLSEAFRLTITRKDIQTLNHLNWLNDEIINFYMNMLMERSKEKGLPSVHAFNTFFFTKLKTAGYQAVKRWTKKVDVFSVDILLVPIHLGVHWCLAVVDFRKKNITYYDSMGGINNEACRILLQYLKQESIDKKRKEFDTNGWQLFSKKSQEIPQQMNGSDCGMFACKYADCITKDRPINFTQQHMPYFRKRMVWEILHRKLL
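Material: hSENP1 catalytic domain, recombinant; medium: Tris pH 8 with BME, BSA, NP40 and catalase; compound: single concentration of 10 µM compound, 0.5% DMSO final; technique: FRET read of cyan and yellow fluorescence; timing: 50 min enzyme reaction, room temperature, light-protected; reagent: SFCypet-SUMO1-SFYpet substrate at 25 nM; control set: no-enzyme low, enzyme-DMSO high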
SENP8 block – blocks human SENP8 cleavage of Nedd8 substrate. Q96LD8. recombinant SENP8, Nedd8 substrate fluorescence. inhibition, % at 20 µM. hit rate 0.64% among 360,000; in the data active = inhibition mostly above about 40%, no sharp cut-off; inactive = mostly below about 27%
Target sequence (Q96LD8 whole entry, looked up): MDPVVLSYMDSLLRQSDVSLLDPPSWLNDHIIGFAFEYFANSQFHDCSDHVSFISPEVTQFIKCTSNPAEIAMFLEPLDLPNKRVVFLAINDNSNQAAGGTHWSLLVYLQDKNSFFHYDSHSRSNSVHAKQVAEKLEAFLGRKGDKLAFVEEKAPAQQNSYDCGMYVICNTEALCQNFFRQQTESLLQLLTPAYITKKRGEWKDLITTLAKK
MPTP block – blocks calcium-induced mitochondrial swelling | isolated mouse mitochondria, Ca2+ swelling absorbance, 30 min | inhibition, % at 10 µM | hit rate 1.4% among 360,000 | AID 602449;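 active = inhibition of 50% or more, scaled per plate between neutral and stimulator controls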;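 also: 0% = DMSO wells given calcium and 100% = 1 mM EGTA wells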
SENP6 block – blocks the human protease SENP6; Recombinant SENP6 catalytic domain, aminoluciferin luminescence; inhibition, % at 10 µM; hit rate 1.8% among 330,000;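 active = inhibition above about 50% at the single tested dose, limit read from the data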;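 also: plate controls were DMSO wells with enzyme for no effect and DMSO wells lacking enzyme for full effect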
ATG4B inh – inhibitors of human ATG4B cysteine protease; Q9Y4P1; ATG4B cleavage of LC3-PLA2, NBD-HPC fluorescence, 1 h; inhibition, % at 8.33 µM; hit rate 0.51% among 340,000; AID 504462; in the data active = inhibition above about 40%
Target sequence (Q9Y4P1 whole entry, looked up): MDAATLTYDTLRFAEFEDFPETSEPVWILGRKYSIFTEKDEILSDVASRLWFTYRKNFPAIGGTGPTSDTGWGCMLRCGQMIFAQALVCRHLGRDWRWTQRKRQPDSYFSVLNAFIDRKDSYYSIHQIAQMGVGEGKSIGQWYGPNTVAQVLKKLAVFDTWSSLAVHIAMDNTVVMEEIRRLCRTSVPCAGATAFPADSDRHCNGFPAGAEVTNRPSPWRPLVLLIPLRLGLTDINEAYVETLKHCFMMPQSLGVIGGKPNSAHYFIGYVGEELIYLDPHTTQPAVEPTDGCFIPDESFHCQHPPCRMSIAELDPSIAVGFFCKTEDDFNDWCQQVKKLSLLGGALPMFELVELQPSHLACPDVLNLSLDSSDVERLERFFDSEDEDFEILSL
hIAP activ – human IAP activation; P09923; purified human IAP, CDP-Star luminescence, 30 min; active compounds read high; 1 = vehicle-only enzyme, 0 = enzyme-free background; activation factor at 10 µM; hit rate 0.16% among 330,000;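 active = activation factor of the enzyme at least 2-fold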; also: the source names both 10 and 20 µM as test concentration; values of inactives mirror those of a sister screen read the other way
NR3A LBD binder – modulators (binders) of human NR3A ligand-binding domain; hit rate 2.5% among 340,000; NR3A LBD differential scanning fluorimetry, Tm shift; 0% = protein alone, 100% = glycine-bound protein; Tm shift relative to glycine control, % at 25 µM;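 active = melting temperature shift of at least 10% of the positive control shift, at one fixed dose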
Starred values were filed as active, the others as inactive; i = inactive; · = no result given. Random draw from the library (roughly 6.7% active in at least one column).

SMILES	PfG6PD inh	SENP1 inh	SENP8 block	MPTP block	SENP6 block	ATG4B inh	hIAP activ	NR3A LBD binder
Cc1ccc(NC(=O)c2cc(NC(=O)c3ccco3)ccc2N2CCOCC2)cc1	3	3	1	0.5	-11	3	0.96	3
COc1ccc(CCNC(=O)c2ccc3nc4cc(Cl)ccc4c(=O)n3c2)cc1OC	4	-42	-265	-0.2	27	-8	1.1	0
CC[C@]12c3[nH]c4ccccc4c3CCN1C(=O)C(CC(=O)NCCc1ccccn1)C[C@@H]2C(=O)N1CCN(C(=O)C2CC2)CC1 (stereo not given in full)	-4	1	4	-0.7	-14	-4	1.1	0
CN(C)C(CNS(=O)(=O)c1cc([N+](=O)[O-])ccc1Cl)c1ccco1 (stereo not given)	32	-3	16	0.8	1	0	1.1	1
CCOc1ccc(N2C(=O)CC(NC3CCN(C(=O)c4ccc(F)cc4)CC3)C2=O)cc1 (stereo not given)	7	0	6	-1.6	-9	1	0.87	3
On1c(-c2ccccc2)nc2ccccc21	4	1	-2	1.1	-29	-4	1	0
CCNS(=O)(=O)c1ccc(CCC(=O)Nc2ccc3c(c2)OCO3)cc1	-3	1	-1	-0.1	-6	-9	0.78	1
S=C(NCCc1ccccc1)NCc1cccs1	-3	1	6	10	-15	1	0.81	1
Cc1cccc(NC(=O)Nc2ccc(C#N)cc2)n1	17	1	12	-0.6	-8	-8	0.95	1
CCCCOc1ccccc1/C=N/NC(=O)CC#N	40	-1	10	2.2	3	-9	1	-1
Cc1ccc(NC(=O)Cn2c(=O)cnc3ccccc32)cc1S(=O)(=O)N(C)C	16	0	-86	2.2	-1	-9	1	-4
CC1(C(=O)O)CCC(C(=O)Nc2ccc3ccccc3c2)C1(C)C (stereo not given)	-8	3	13	1.8	5	1	1	0
CN(Cc1nc2ccccc2c(=O)[nH]1)CC(O)COCc1ccco1 (stereo not given)	-6	-6	-6	-1.5	-16	-5	0.88	1
CCOC(=O)c1cc(CC)sc1NC(=O)c1cc(OC)c(OC)c(OC)c1	21	-9	i	3.2	-11	-13	1.1	1
Cc1cccc(N2CCN(C(=O)Cn3sc4nc(C)cc(C)c4c3=O)CC2C)c1 (stereo not given)	105*	3	6	-2.5	-10	-2	1	1
COc1ccc(CNC(=O)CCS(=O)(=O)c2ccc3c(c2)NC(=O)C(C)S3)cc1 (stereo not given)	9	5	12	-0.7	5	-1	1	3
CCN(CC)S(=O)(=O)c1ccc(N2CCOCC2)c(NC(=O)C2=COCCO2)c1	6	-3	-22	0.5	-20	0	1.4	1
Cc1ccc(N(CC(O)CN2CCCCC2)S(=O)(=O)c2ccc(C)cc2)cc1 (stereo not given)	-1	3	9	-1.1	-8	-8	0.91	-1
Cn1c(=O)c2c(ncn2CC(=O)OCC(=O)Nc2ccc(Cl)cc2Cl)n(C)c1=O	-34	0	0	15	-6	3	0.94	2
O=C(NCCc1c[nH]c2ccccc12)C1CCC(Cn2c(=S)[nH]c3ccccc3c2=O)CC1 (stereo not given)	-4	3	4	20	-9	16	0.96	3
CCOc1ccc(-n2c(SCC(=O)Nc3cc(OC)c([N+](=O)[O-])cc3C)nc3ccccc32)cc1	13	-1	26	4.6	-5	-8	1	-2
COc1ccc(C2CC(c3ccc(C)cc3)Nc3nc(N)nn32)cc1 (stereo not given)	0	2	-160	0.7	-9	-5	1.1	-1
O=C(O)c1ccc(Cn2cc(C(F)(F)F)ccc2=O)cc1	6	1	19	0.4	-1	-2	1.4	0
Cc1cc(SCC(=O)N2c3ccccc3NC(=O)CC2C)nc2ccccc12 (stereo not given)	18	-1	-11	-1.3	·	·	·	·

Ordered by formula weight (lowest first): some entries from above
SMILES	PfG6PD inh	SENP1 inh	SENP8 block	MPTP block	SENP6 block	ATG4B inh	hIAP activ	NR3A LBD binder
Cc1cccc(NC(=O)Nc2ccc(C#N)cc2)n1	17	1	12	-0.6	-8	-8	0.95	1
CCCCOc1ccccc1/C=N/NC(=O)CC#N	40	-1	10	2.2	3	-9	1	-1
S=C(NCCc1ccccc1)NCc1cccs1	-3	1	6	10	-15	1	0.81	1
CC1(C(=O)O)CCC(C(=O)Nc2ccc3ccccc3c2)C1(C)C (stereo not given)	-8	3	13	1.8	5	1	1	0
COc1ccc(C2CC(c3ccc(C)cc3)Nc3nc(N)nn32)cc1 (stereo not given)	0	2	-160	0.7	-9	-5	1.1	-1
CN(Cc1nc2ccccc2c(=O)[nH]1)CC(O)COCc1ccco1 (stereo not given)	-6	-6	-6	-1.5	-16	-5	0.88	1
Cc1cc(SCC(=O)N2c3ccccc3NC(=O)CC2C)nc2ccccc12 (stereo not given)	18	-1	-11	-1.3	·	·	·	·
CCOC(=O)c1cc(CC)sc1NC(=O)c1cc(OC)c(OC)c(OC)c1	21	-9	i	3.2	-11	-13	1.1	1
Cc1ccc(NC(=O)Cn2c(=O)cnc3ccccc32)cc1S(=O)(=O)N(C)C	16	0	-86	2.2	-1	-9	1	-4
CCN(CC)S(=O)(=O)c1ccc(N2CCOCC2)c(NC(=O)C2=COCCO2)c1	6	-3	-22	0.5	-20	0	1.4	1
COc1ccc(CNC(=O)CCS(=O)(=O)c2ccc3c(c2)NC(=O)C(C)S3)cc1 (stereo not given)	9	5	12	-0.7	5	-1	1	3
Cn1c(=O)c2c(ncn2CC(=O)OCC(=O)Nc2ccc(Cl)cc2Cl)n(C)c1=O	-34	0	0	15	-6	3	0.94	2
O=C(NCCc1c[nH]c2ccccc12)C1CCC(Cn2c(=S)[nH]c3ccccc3c2=O)CC1 (stereo not given)	-4	3	4	20	-9	16	0.96	3
CCOc1ccc(-n2c(SCC(=O)Nc3cc(OC)c([N+](=O)[O-])cc3C)nc3ccccc32)cc1	13	-1	26	4.6	-5	-8	1	-2

More entries follow.
SMILES	PfG6PD inh	SENP1 inh	SENP8 block	MPTP block	SENP6 block	ATG4B inh	hIAP activ	NR3A LBD binder
O=C(O)CC1S/C(=N/N=C/C=C/c2ccccc2[N+](=O)[O-])NC1=O (stereo not given)	-2	3	18	1.1	-8	7	0.98	1
COc1ccc(C(=O)C(Cc2cc(C(C)=O)ccc2OC)N2CCCC2)cc1 (stereo not given)	4	-6	5	-0.7	-1	3	1.1	0
CN(C)C(=S)NC1(C)CCS(=O)(=O)C1 (stereo not given)	13	3	4	-1.7	-17	8	0.91	-17
O=C(c1ccc(=O)[nH]c1)N1CCN(S(=O)(=O)c2ccc3ccccc3c2)CC1	-1	2	-1	-1.0	1	-9	0.95	1
NC(=O)CN1C(=O)NC2(CCCc3ccccc32)C1=O (stereo not given)	-6	1	9	-0.4	6	4	0.93	-1
CCN(Cc1nc2cc(Cl)ccc2c(=O)[nH]1)C(=O)C1CC(=O)N(c2cccc3ccccc23)C1 (stereo not given)	32	-8	-4	1.0	2	-9	0.95	1
Cc1cccc(NS(=O)(=O)c2cc3c4c(c2)C(C)C(=O)N4CCC3)c1 (stereo not given)	14	-5	12	-1.5	3	-3	1.1	5
CC(=O)N1CCN(c2ccc(NCc3cccc(C)c3)cc2)CC1	27	2	-70	-0.4	19	-3	1	-1
O=C(Nc1cccc(S(=O)(=O)N2CCOCC2)c1)c1ccccn1	6	0	28	0.7	-10	-3	0.98	0
CS(=O)(=O)N(CC(=O)NCc1cccnc1)C1CCCCC1	7	1	8	-3.7	-3	3	0.94	-1
COc1ccc(NC(=O)CSCC(=O)NCCc2ccccn2)cc1	11	3	16	-0.8	-12	-2	1.1	-2
COc1cccc(NC(=O)Nc2ccccc2C(N)=O)c1	2	2	-46	0.6	74*	-7	1	-6
COc1ccc2c(C)cc(N3CCN(c4ccc(F)cc4)CC3)nc2c1	6	-1	-363	3.1	-19	1	0.95	0
O=C(Nc1ccccc1C(F)(F)F)c1cc(-c2cccc(O)c2)on1	-13	1	1	8.2	-10	-9	1.1	0
CCOC(=O)CN1C(=O)C(O)=C(C(C)=O)C1c1ccccc1 (stereo not given)	16	1	13	-0.3	-10	0	0.95	0
CCCC(=O)Oc1ccccc1C1SCc2cc(C)c(C)cc2CS1	-8	0	15	2.8	-13	0	0.94	-3
Cc1cccc(C)c1OCC(=O)Nc1ncn[nH]1	-3	2	-28	0.8	-4	4	0.83	-1
COc1ccc(NC(=O)c2cc3c(COC(C)=O)cnc(C)c3oc2=Nc2cccc(C(=O)O)c2)c(OC)c1	68*	1	7	-0.6	1	-8	0.95	-4
c1ccc(Cn2nnc3c(N4CCc5ccccc54)ncnc32)cc1	2	0	-64	1.9	-10	0	1	0
COc1ccc(CN2CCCC(N3CCN(c4cccc(Cl)c4)CC3)C2)cc1OC (stereo not given)	12	0	19	0.4	14	-2	1.1	1
CCOC(=O)C1=C(C)NC(C)=C(C(=O)OCC)C1C(=O)OCC(=O)NC(C)c1ccccc1 (stereo not given)	2	-10	i	0.2	-20	-2	0.81	3
COc1ccc2sc(NC(=O)NC(=O)c3c(Cl)cccc3Cl)nc2c1	-4	3	9	4.9	-27	11	0.99	18*
CC(C)CCCN1CCN=C1N(C)C	1	1	10	4.9	-6	-6	1.2	-4
O=C(CC1C(=O)CCCC1=O)c1ccccc1	1	2	7	-1.6	2	-8	1	1
CC(=O)c1c(C)[nH]c(C(=O)OCC(=O)C(C)(C)C)c1C	9	0	2	0.4	-16	-1	1.1	1
Cn1ccsc1=NC(=O)c1ccc(Cl)cc1	4	2	-53	-1.8	-19	-3	1.2	0
c1cc(CNc2ccc(N3CCOCC3)cc2)ccn1	32	2	-22	-0.7	-6	-2	1.3	2
c1ccc(CSC2=NNC(c3ccccn3)S2)cc1 (stereo not given)	-40	2	32	3.6	-17	4	1.3	1
CC(=O)Nc1ccc(C(=O)NNC(=O)CCc2ccccc2)cc1	-8	1	3	0.1	-4	18	0.82	-1
O=C(COC(=O)c1cccs1)NCc1cccs1	-3	0	9	-0.3	1	-11	0.97	-2
COc1ccc(OCCn2nnc(-c3ccc(Cl)cc3)n2)cc1	-5	1	18	-1.1	-5	6	0.93	15*
CC1CN(C(=O)COC(=O)c2cccc(NS(=O)(=O)c3ccccc3)c2)CC(C)O1 (stereo not given)	-16	-1	10	-0.8	-9	0	1.1	2
CC(C(=O)NCCSCc1cccc(Cl)c1)N(c1ccccc1)S(C)(=O)=O (stereo not given)	5	0	13	-0.8	-25	0	1.2	-1
CCC(CC)NC(=O)CSc1ccc(S(=O)(=O)N2CCCCC2)cn1	21	-1	-5	-0.8	-13	5	1.2	0
CC(=O)Nc1c(Br)cc2c(c1Br)Cc1cc(Br)ccc1-2	2	1	10	-0.7	·	-10	·	0
CC(/C=C/c1ccccc1F)=N\NC(=O)C(C)C	2	2	7	-0.1	9	-9	0.97	1
